# LYPLA2 inh: LYPLA2 (human) inhibition in PME1 counter-screen. O95372. recombinant LYPLA2, FP-Rh probe fluorescence polarization. inhibition, % at 5.9 µM. actives 0.38% (n = 320,000). AID 2177;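 active = inhibition above the screen-wide mean plus 3 SD, limit set per campaign, cut at about 26% in these data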;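 also: 0% = LYPLA2 with DMSO and 100% = wells lacking LYPLA2 enzyme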
# PREPL inhibitor: inhibits the human prolyl oligopeptidase-like enzyme; recombinant PREPL, fluorescence polarization activity-based probe; inhibition, % at 5.96 µM; actives 0.68% (n = 320,000); in the data active = inhibition above about 43%;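 also: 0% = enzyme with DMSO and 100% = wells lacking enzyme; many of its hits are not listed in these tables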
# ZTA counter: blocks Epstein-Barr virus ZTA, an EBNA-1 counter-screen | P03206 | ZTA-DNA binding, fluorescence polarization | inhibition, % at 11 µM | actives 0.15% (n = 320,000) | AID 2234; in the data active = inhibition above about 33%
# LYPLA1 counter: blocks human lysophospholipase 1, a PME1 counter-screen | O75608 | recombinant LYPLA1, FP-Rh probe fluorescence polarization | inhibition, % at 5.9 µM | actives 0.16% (n = 320,000);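 active = inhibition above the mean of all tested compounds plus 3 SD, set per campaign, cut at about 14% in these data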;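 also: inhibitors block serine hydrolase probe labeling of LYPLA1 so polarization falls; 0% = enzyme with DMSO and 100% = wells lacking LYPLA1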
# EBNA-1 inhibitor: blocks EBNA-1 binding to DNA; EBNA-1 DNA binding, fluorescence polarization; inhibition, % at 14.8 µM; actives 0.34% (n = 300,000); in the data active = inhibition above about 28%
# PAD4 FP inh: PAD4 (human) enzyme inhibition; recombinant PAD4, RCA probe fluorescence polarization; inhibition, % at 6.36 µM; actives 0.41% (n = 330,000); AID 485272;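 active = percent inhibition above a cutoff equal to the mean of all tested compounds plus 3 SD, cut at about 15% in these data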;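 also: 0% = PAD4 with RCA probe and DMSO and 100% = probe without PAD4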
# PAFAH1B3 FP inh: PAFAH1B3 (human) inhibition. actives 0.28% (n = 340,000). AID 492972. inhibition, % at 3.39 µM. recombinant PAFAH1B3, FP-rhodamine probe, fluorescence polarization. Q15102;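 active = inhibition above the screen-wide average of all tested compounds plus 3 SD, cut at about 25% in these data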;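 also: 0% = enzyme with DMSO only and 100% = wells lacking PAFAH1B3 protein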
# PAFAH2 FP inh: inhibitors of human PAFAH2 | inhibition, % at 3.39 µM | Q99487 | actives 0.99% (n = 340,000) | AID 492956 | recombinant PAFAH2, FP-rhodamine activity probe, fluorescence polarization;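 active = inhibition above the mean over all tested compounds plus 3 SD, cut at about 30% in these data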;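 also: inhibitors block probe labeling of enzyme so polarization drops; 0% = enzyme with DMSO and 100% = wells lacking PAFAH2 protein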
# GSTO1 inh: blocks human GSTO1 in RBBP9 counter-screen; actives 1.1% (n = 300,000); inhibition, % at 5.96 µM; P78417; AID 1974; recombinant GSTO1, activity-based probe fluorescence polarization;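 active = inhibition above the campaign mean inhibition plus 3 SD, cut at about 35% in these data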;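 also: 0% = GSTO1-1 with DMSO and 100% = wells lacking GSTO1-1 enzyme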
# Active calls of the source: *; · = no result given.
Structure	LYPLA2 inh	PREPL inhibitor	ZTA counter	LYPLA1 counter	EBNA-1 inhibitor	PAD4 FP inh	PAFAH1B3 FP inh	PAFAH2 FP inh	GSTO1 inh
O=C(O)c1cc(NN=Nc2cccc([N+](=O)[O-])c2)cc([N+](=O)[O-])c1	27.7*	9.5	14.6	9.6	4.7	-1.0	9.3	10.5	-3.6
O=C(NCc1ccco1)c1cc2ccccc2o1	-3.2	-6.8	-1.9	-2.1	-8.1	0.9	9.4	10.9	4.6
CCn1ccnc1CN(C)Cc1cn(-c2ccc(C)cc2)nc1-c1cccc(C)c1	3.0	-1.0	-13.9	1.2	11.3	-8.7	1.4	1.4	-3.4
COc1cccc(NC(=O)COC(=O)c2c(C)nn(-c3ccccc3)c2C)c1	49.1*	2.8	3.9	-4.7	·	0.0	-3.8	28.3	·
Cc1noc(C)c1S(=O)(=O)Nc1ccc2c(c1)CC(=O)N([C@H](C)CO)C[C@H](C)[C@H](CN(C)S(=O)(=O)c1ccc(F)cc1)O2	·	2.8	·	·	·	0.9	3.1	5.3	·
COc1cc(/C=C2/C(=O)N=C(N)N2C)cc(OC)c1OC	5.8	2.6	-2.3	-0.2	-2.6	-8.1	2.2	-0.7	7.8
O=C(CCc1nc(-c2ccccc2)no1)NC1CCCCC1	-1.5	2.3	-12.1	2.2	11.5	3.8	9.0	-9.6	-3.9
Cc1ccc(NS(=O)(=O)c2c(C)[nH]c(C)c2C(=O)N2CCCCC2)c(Cl)c1	-3.5	6.3	2.7	-3.3	-11.8	3.8	1.8	-5.7	-2.9
COc1ccc2nc3ccccc3nc2c1NC(=O)c1ccccc1Cl	0.5	13.1	-19.9	1.9	-2.3	2.6	-7.3	0.9	7.4
CCCCn1cnc2c(c1=O)c1nc3ccccc3nc1n2Cc1ccc2c(c1)OCO2	-0.7	21.1	-8.6	-2.9	3.1	-3.5	5.4	-1.3	10.1
COc1cccc2c1C(=O)c1c(O)c3c(c(O)c1C2=O)C[C@@](O)(C(=O)CO)C[C@@H]3O[C@H]1C[C@H](N)[C@H](O)[C@H](C)O1	42.6*	23.6	77.9*	59.5*	24.6	58.3*	18.8	46.2*	45.2*
C=CCSC1=N/C(=C\c2ccsc2)C(=O)S1	8.7	0.5	12.8	3.5	11.1	-0.2	5.0	24.9	-4.2
CN(C)Cc1c(C(=O)N/N=C/c2cccc(OCc3ccc(F)cc3)c2)nnn1-c1nonc1N	-2.5	-6.4	-1.3	-0.4	-9.2	-1.7	-6.5	-12.1	5.7
COc1ccc(NC(=O)c2ccc3c(c2)OCO3)cc1[N+](=O)[O-]	-0.7	7.3	-5.4	-2.9	-5.5	-4.0	1.4	-1.8	11.8
CN(C(=O)CSc1nnc2ccccn12)c1c(N)n(Cc2ccccc2)c(=O)[nH]c1=O	2.5	12.3	7.1	-2.6	-8.5	1.9	2.0	-0.9	-0.2
CC1CCOC2(O1)C(=O)N(CN1CCN(c3ccccc3F)CC1)c1ccccc12 (stereo unspecified)	-3.0	-2.4	4.5	-2.9	8.2	1.9	3.8	-3.3	-1.2
Cc1cc(N2CCN(Cc3nc(-c4ccc(Cl)cc4)oc3C)CC2)cc(C)n1	-2.2	23.1	0.2	1.0	-11.2	-0.4	-5.0	-9.7	5.0
O=C([C@@H]1CC=C[C@@H]2CCN(C3CC3)C(=O)[C@@H]21)N1CCN(c2ccccc2)CC1	0.6	9.1	-2.4	-3.4	-2.1	-5.0	10.8	0.9	2.6
CCOCCN1CCN(c2c(CC)c(C)nc3cc(-c4cc(OC)cc(OC)c4)nn23)CC1	4.1	-25.3	-3.6	1.8	-6.2	-9.3	7.3	2.8	-1.7
CCOc1ccc(CN(C)C(=O)CNC(=O)Cc2cccc3ccccc23)cc1	-1.9	0.3	-10.8	-1.4	7.3	1.2	10.9	6.8	1.9
O=C(Nc1cccc(-n2cnnn2)c1)c1cccc(Cl)c1	-3.1	-5.3	10.3	-4.9	-5.4	3.4	1.6	-9.1	-5.3
CCOC(=O)C1=C(c2ccccc2)NC(=O)NC1c1ccc(O)c(OCC)c1 (stereo unspecified)	-1.8	-4.0	6.8	-0.5	8.7	-0.1	3.7	-1.4	2.1
C=CCN(c1ccc(C(=O)Nc2ccc3c(c2)n(C)c(=O)n3C)cc1)S(C)(=O)=O	-1.4	6.8	-11.5	-3.5	-4.7	-2.1	6.8	-1.4	-2.1
Cc1ccccc1C(=O)Nc1ccc(N2CCCCCC2)cc1	3.1	9.4	7.3	0.3	5.9	-9.1	5.0	7.5	2.7
CCCCC(CC)CNC(=O)C1C2C=CC(C2)C1C(=O)O (stereo unspecified)	0.4	-0.3	5.2	-2.1	1.7	2.8	-1.9	3.8	-3.9
CC1C(=O)N2CCCc3cc(S(=O)(=O)NCc4ccc(F)cc4)cc1c32 (stereo unspecified)	2.8	-1.6	8.8	5.6	3.3	0.7	7.6	4.9	4.7
Fc1ccc(/C=N/c2c(-c3ccc(F)cc3)nc3n2CCS3)cc1	2.0	5.4	-16.7	-1.7	-1.8	1.6	3.6	-1.1	-3.2
Cc1noc(C)c1C(=O)Nc1nc(C23CC4CC(CC(C4)C2)C3)cs1	-11.2	10.7	3.9	-5.0	-11.9	0.2	-1.5	-0.4	5.3
COc1cccc(C(=O)Nc2cc3c(cc2N2CCOCC2)n(C)c(=O)n3C)c1	3.6	7.4	-8.8	-0.9	3.9	6.9	-3.0	-7.8	11.4
COC(=O)C1CCN(C(=O)CN2C(=O)c3ccccc3S2(=O)=O)CC1	10.3	10.7	-2.1	0.1	-7.7	5.7	0.9	4.6	6.7
CCN1CCN(c2cc(C)c3cc(NC(=S)NCCN(C)C)ccc3n2)CC1	-1.2	8.8	6.3	1.3	1.3	1.2	6.0	-15.8	2.0
CCN(Cc1ccccc1)c1ccc(/C=N/N=C(N)N)cc1	3.1	39.1	-1.9	0.8	-2.5	1.6	7.4	5.3	-0.2
COc1ccc(OC)c(C(=O)NC(CC(N)=O)c2ccc(N3CCC(N4CCCC4)CC3)c([N+](=O)[O-])c2)c1 (stereo unspecified)	2.9	-6.7	-23.7	0.8	3.2	2.7	2.2	-5.5	-7.6
CCOC(=O)c1cccnc1NC(=O)c1ccccc1	-2.4	6.3	-0.5	-3.4	-6.7	-6.3	3.0	-0.6	4.2
CCC(C)Nc1nc(C)nc2c1oc1ccccc12 (stereo unspecified)	-4.2	2.4	-0.9	0.8	3.6	3.5	3.8	13.9	-10.2
COCCN1C(=O)N(c2ccc(Cl)cc2)C(=O)C1CC(=O)Nc1cc(OC)cc(OC)c1 (stereo unspecified)	-2.6	14.6	-0.6	-0.3	0.0	-4.1	8.8	-0.3	4.7
COc1ccc(C(=O)COC(=O)c2ccco2)cc1	8.9	0.7	8.8	-0.2	-2.3	-7.6	0.9	1.1	9.1
O=C1CC(c2ccccc2)=Nc2ccccc2N1	-6.5	-1.2	-6.3	-5.8	-2.8	-1.0	3.3	6.0	4.1
CN(C)S(=O)(=O)N1CCN(S(=O)(=O)c2ccccc2)CC1	1.3	-7.7	0.1	3.7	-2.5	-4.0	12.7	0.0	5.0
CN(C(=O)COC(=O)CSc1ccc([N+](=O)[O-])cc1)C1CCS(=O)(=O)C1 (stereo unspecified)	4.4	13.3	-6.5	-0.4	-3.3	-4.8	8.2	3.3	9.2
CC(C)N1CCC(N2CCN(Cc3ccc(C#CC(C)(C)O)s3)CC2CCO)CC1 (stereo unspecified)	-4.1	5.7	3.4	2.7	8.4	3.9	3.3	-1.4	6.6
Cc1nnc(SC(C(=O)Nc2ccc(Cl)c([N+](=O)[O-])c2)c2ccccc2)[nH]c1=O (stereo unspecified)	-6.3	-6.3	-9.2	-2.2	7.7	-2.4	-0.7	5.7	-27.6
N#C/C(=C(/O)c1ccccc1F)c1nc2cc(C(F)(F)F)ccc2s1	6.9	-3.3	-1.1	2.1	0.1	2.8	11.2	24.6	-2.3
O=C(CN1C(=O)NC2(CCCc3ccccc32)C1=O)c1ccc(F)cc1 (stereo unspecified)	-3.9	-2.3	17.1	0.4	·	-3.2	2.1	-0.4	·
CCc1ccc(-n2c(C)nc3cc(C(=O)NCc4cccnc4)ccc32)cc1	-5.6	-7.6	-7.6	-1.7	1.0	-13.6	-2.5	-11.4	4.8
CCOC(=O)c1sc(NC(=O)CSc2ncn[nH]2)c(C#N)c1C	-0.7	15.8	4.6	-0.9	7.9	-0.4	10.2	6.0	11.4
CCOC(=O)C1(Nc2nccs2)Sc2ccccc2NC1=O (stereo unspecified)	-0.4	14.9	-6.8	-1.7	3.9	1.7	7.9	-1.2	7.8
Cc1[nH]c(=O)[nH]c(=O)c1/C=N/NC(=O)[C@H](CC(C)C)NC(=O)OC(C)(C)C	4.6	7.6	-1.9	1.5	9.7	0.0	6.0	7.0	9.7
CCN(CC)c1ccc(NC(=S)NC(=O)c2ccco2)cc1	-1.7	6.7	-3.5	-1.3	-1.2	-2.5	4.7	8.1	15.5
Cc1ccc(Cn2cccc(-c3nc4ccccc4s3)c2=O)cc1	5.6	-19.7	5.5	-0.7	20.9	-2.7	-0.9	-3.2	6.8
CCCc1nnc(SCCSc2nnc(CCC)n2N)n1N	-1.0	5.1	9.1	-0.8	1.4	0.1	2.4	3.6	5.0
O=C(c1ccccc1)N1N=C(c2cccs2)CC1c1ccccc1O (stereo unspecified)	-7.6	-2.7	13.9	-2.3	-2.8	0.7	-2.1	3.6	-5.4
CCOc1ccccc1CN1CCN(Cc2nc3c(s2)CCCC3)CC1CCO (stereo unspecified)	-5.1	11.7	-2.4	-4.8	0.8	2.4	-6.7	0.9	7.2
Cc1nc2ccc(S(=O)(=O)NCC(=O)O)cc2s1	4.5	6.5	-14.6	-0.5	6.2	5.4	0.7	8.0	8.6
Cc1ccsc1C(=O)OCC(=O)NCCCc1ccccc1	0.8	-26.9	8.2	-0.6	0.5	8.9	-0.6	29.8*	4.4
CC(C(=O)Nc1ccc(O)c(C(=O)O)c1)N1C(=O)/C(=C/c2cccs2)SC1=S (stereo unspecified)	3.0	-4.4	20.3	1.0	10.8	3.1	17.5	8.3	-4.3
CCOC(=O)N1CCC(NS(=O)(=O)c2cc(C(=O)OC)n(C)c2)CC1	-3.4	-5.2	4.7	-2.9	-4.4	-2.1	-0.8	8.2	2.4
CCCCNCCCOc1cc(Cl)ccc1Cl	3.2	3.4	-14.2	1.9	-0.3	-0.9	6.3	6.1	9.8
O=[N+]([O-])c1nn(-c2ccccc2)n(O)c1=NC1CCN(Cc2ccccc2)CC1	3.4	13.1	-0.8	0.8	-14.2	0.5	3.0	3.8	-7.0
COc1ccccc1/C=N/NC(=O)CSc1ccc2ccccc2n1	-5.6	-4.0	7.7	-3.2	-8.8	2.8	3.2	2.1	-5.1
CC(=O)Nc1ccc(S(=O)(=O)NC2(C(F)(F)F)C(=O)Nc3c2c(=O)[nH]c(=O)n3Cc2ccco2)cc1 (stereo unspecified)	-1.2	-6.7	1.0	-2.1	-6.7	-2.4	5.4	-3.8	10.4
COc1cc(CNCc2c[nH]c3ccccc23)cc(OC)c1	-5.7	1.3	-3.8	-1.3	-11.5	-4.3	7.0	2.9	3.4

# Rewritten with two lines to a compound: part of the list above.
# Values in the order: LYPLA2 inh | PREPL inhibitor | ZTA counter | LYPLA1 counter | EBNA-1 inhibitor | PAD4 FP inh | PAFAH1B3 FP inh | PAFAH2 FP inh | GSTO1 inh
- CCCCNCCCOc1cc(Cl)ccc1Cl
  3.2 | 3.4 | -14.2 | 1.9 | -0.3 | -0.9 | 6.3 | 6.1 | 9.8
- CCN(CC)c1ccc(NC(=S)NC(=O)c2ccco2)cc1
  -1.7 | 6.7 | -3.5 | -1.3 | -1.2 | -2.5 | 4.7 | 8.1 | 15.5

# Screening data from PubChem BioAssay.

# Only part of the results is shown (hit frequency here may not be typical).
